# PREPL inh: human PREPL enzyme inhibition | Q4J6C6 | recombinant PREPL, fluorescence polarization activity-based probe | inhibition, % at 5.96 µM | hit rate 0.68% among 320,000; in the data active means inhibition above about 43%;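 further: 0% = enzyme with DMSO and 100% = wells lacking enzyme; many of its hits are not listed in these tables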
# GSTO1 counter: blocks human GSTO1 in RBBP9 counter-screen | P78417 | recombinant GSTO1, activity-based probe fluorescence polarization | inhibition, % at 5.96 µM | hit rate 1.1% among 300,000;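 active means inhibition above the campaign mean inhibition plus 3 SD, cut at about 35% in these data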;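 further: 0% = GSTO1-1 with DMSO and 100% = wells lacking GSTO1-1 enzyme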
# PAFAH2 FP inh: PAFAH2 (human) inhibition; Q99487; recombinant PAFAH2, FP-rhodamine activity probe, fluorescence polarization; inhibition, % at 3.39 µM; hit rate 0.99% among 340,000; AID 492956;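 active means inhibition above the mean over all tested compounds plus 3 SD, cut at about 30% in these data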;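 further: inhibitors block probe labeling of enzyme so polarization drops; 0% = enzyme with DMSO and 100% = wells lacking PAFAH2 protein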
# pPAFAH inh: inhibitors of human plasma PAF acetylhydrolase (pPAFAH); Q13093; inhibition, % at 3.39 µM; recombinant pPAFAH, FP-rhodamine probe fluorescence polarization; hit rate 1.5% among 330,000; AID 463082;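 active means inhibition above the mean inhibition across the screen plus 3 SD, cut at about 25% in these data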;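 further: inhibitors block binding of the rhodamine activity-based probe so polarization drops; 0% = enzyme with DMSO and 100% = wells lacking pPAFAH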
# Target sequence (Q13093 whole entry, looked up): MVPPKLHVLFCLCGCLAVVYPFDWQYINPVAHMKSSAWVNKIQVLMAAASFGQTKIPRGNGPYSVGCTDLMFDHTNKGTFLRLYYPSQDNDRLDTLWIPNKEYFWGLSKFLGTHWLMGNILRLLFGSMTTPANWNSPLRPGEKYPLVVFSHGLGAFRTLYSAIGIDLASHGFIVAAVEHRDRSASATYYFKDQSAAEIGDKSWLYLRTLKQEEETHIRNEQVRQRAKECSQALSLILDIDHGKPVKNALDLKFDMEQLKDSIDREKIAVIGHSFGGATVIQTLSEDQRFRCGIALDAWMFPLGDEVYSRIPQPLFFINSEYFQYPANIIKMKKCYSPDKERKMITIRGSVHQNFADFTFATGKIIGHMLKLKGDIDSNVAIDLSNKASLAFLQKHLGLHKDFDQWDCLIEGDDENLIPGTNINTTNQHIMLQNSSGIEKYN
# PAD4 FP inh: PAD4 (human) enzyme inhibition; Q9UM07; recombinant PAD4, RCA probe fluorescence polarization; inhibition, % at 6.36 µM; hit rate 0.41% among 330,000;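 active means percent inhibition above a cutoff equal to the mean of all tested compounds plus 3 SD, cut at about 15% in these data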;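 further: 0% = PAD4 with RCA probe and DMSO and 100% = probe without PAD4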
# LYPLA1 inh: blocks human lysophospholipase 1, a PME1 counter-screen; recombinant LYPLA1, FP-Rh probe fluorescence polarization; inhibition, % at 5.9 µM; hit rate 0.16% among 320,000; O75608; AID 2174;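 active means inhibition above the mean of all tested compounds plus 3 SD, set per campaign, cut at about 14% in these data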;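 further: inhibitors block serine hydrolase probe labeling of LYPLA1 so polarization falls; 0% = enzyme with DMSO and 100% = wells lacking LYPLA1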
# PAFAH1B3 FP inh: blocks human PAF acetylhydrolase 1B catalytic subunit 3; hit rate 0.28% among 340,000; recombinant PAFAH1B3, FP-rhodamine probe, fluorescence polarization; inhibition, % at 3.39 µM; AID 492972; Q15102;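 active means inhibition above the screen-wide average of all tested compounds plus 3 SD, cut at about 25% in these data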;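 further: 0% = enzyme with DMSO only and 100% = wells lacking PAFAH1B3 protein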
# Target sequence (Q15102 whole entry, looked up): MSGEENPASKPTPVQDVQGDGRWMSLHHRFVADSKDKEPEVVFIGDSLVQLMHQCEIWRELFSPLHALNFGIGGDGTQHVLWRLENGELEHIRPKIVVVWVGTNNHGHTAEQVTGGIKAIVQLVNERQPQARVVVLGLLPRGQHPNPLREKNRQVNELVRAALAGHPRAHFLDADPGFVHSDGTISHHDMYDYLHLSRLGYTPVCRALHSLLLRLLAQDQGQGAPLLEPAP
# PAFAH1B2 inh: inhibitors of human PAFAH1B2. inhibition, % at 3.39 µM. recombinant PAFAH1B2, FP-rhodamine activity probe, fluorescence polarization. hit rate 1.2% among 340,000. AID 492953. P68402;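 active means inhibition above the mean of all tested compounds plus 3 SD, cut at about 24% in these data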;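 further: 0% = enzyme with DMSO and 100% = wells lacking PAFAH1B2; many of its hits are not listed in these tables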
# LYPLA2 counter: blocks human lysophospholipase 2, a PME1 counter-screen; inhibition, % at 5.9 µM; recombinant LYPLA2, FP-Rh probe fluorescence polarization; hit rate 0.38% among 320,000;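 active means inhibition above the screen-wide mean plus 3 SD, limit set per campaign, cut at about 26% in these data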;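 further: 0% = LYPLA2 with DMSO and 100% = wells lacking LYPLA2 enzyme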
# Target sequence (O95372 whole entry, looked up): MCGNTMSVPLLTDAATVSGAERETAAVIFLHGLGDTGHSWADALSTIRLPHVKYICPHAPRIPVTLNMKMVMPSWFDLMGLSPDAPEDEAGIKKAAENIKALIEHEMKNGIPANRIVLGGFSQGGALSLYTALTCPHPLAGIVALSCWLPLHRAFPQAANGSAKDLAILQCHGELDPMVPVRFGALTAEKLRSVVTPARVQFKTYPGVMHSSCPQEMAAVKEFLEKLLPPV
# * hit, by the source's call; · = not tested or not shown. This is a subset, so the mix of outcomes need not match the whole.
structure	PAFAH2 FP inh	LYPLA2 counter	PAFAH1B3 FP inh	PAD4 FP inh	PAFAH1B2 inh	pPAFAH inh	GSTO1 counter	PREPL inh	LYPLA1 inh
CC(Sc1n[nH]c(-c2cccs2)n1)C(=O)N1CCCC1 (centres undefined)	3	·	7	-1	2	-1	·	23	·
Cc1ccc(C(C(=O)NC2CCCCC2)N(C(=O)c2csnn2)c2ccccc2F)o1 (centres undefined)	14	0	5	-1	1	5	2	-5	-2
O=C(NCc1cccs1)c1cccnc1Cl	-16	3	6	-5	-1	0	1	-11	3
CCCCCCNCc1ccc(Br)cc1	6	2	2	-3	0	2	5	10	5
CCc1ccc(OC(C)c2nnc(SCC(=O)Nc3ncccc3C)n2C)cc1 (centres undefined)	-2	1	5	-2	14	5	6	-6	-1
CCCOc1ccc(OCCSc2ncccn2)cc1	8	5	4	2	-1	0	1	-7	4
N#Cc1ccc(Oc2ccc(/C=N/O)cn2)cc1	-3	9	3	-2	1	0	4	-6	0
COc1ccc(S(=O)(=O)Nc2ccccc2C(=O)N2CCCC2)cc1C	-12	-2	6	1	-3	3	4	7	3
COc1ccc(CN(CC(=O)NCCc2ccccc2)C(=O)CCC(=O)Nc2cc(C)ccn2)cc1	10	0	-4	-1	2	3	1	-11	1
COc1ccc(C(=O)NCCn2cc(SCC(=O)NCc3ccco3)c3ccccc32)cc1	1	-2	-1	8	1	-4	4	4	-3
O=C(CCl)NC1(C(F)(F)F)C(=O)Nc2c1c(=O)[nH]c(=O)n2-c1ccccc1 (centres undefined)	5	4	-2	0	4	0	67*	-7	1
CCN(CC(=O)NCc1ccc(Cl)cc1)C(=O)c1oc2ccccc2c1C	1	10	4	0	3	4	-5	-15	5
Cc1cc(OCC(=O)Nc2ccc3oc(=O)ccc3c2)ccc1Cl	-5	-6	-13	-1	-2	-6	-3	-5	0
COc1ccc2nc(N3CCCC(C(=O)NCCCN4C(C)CCCC4C)C3)sc2c1 (centres undefined)	-3	5	0	-1	4	1	2	32	9
Nc1ccc2nc(-c3ccc(Cl)cc3)[nH]c2c1	-7	-2	14	-4	13	10	5	17	-14
CCN(Cc1nc2cc(Cl)ccc2c(=O)[nH]1)C(=O)c1cccc(NC(=O)c2cccs2)c1	-1	-13	2	-6	13	-1	·	-1	-7
CCCCCCC(=O)Nc1ccc(S(=O)(=O)Nc2onc(C)c2C)cc1	3	-1	0	-4	8	1	0	7	0
O=C(Nc1ccc2ncccc2c1)c1ccccc1Br	-7	-3	2	1	-1	-1	-12	0	-3
Cc1oc(-c2ccccc2)cc1C(=O)NCc1ccncc1	-7	0	2	-1	-1	-5	4	-6	-1
Cc1nn(C)c(C)c1NS(=O)(=O)c1c(C)n[nH]c1C	-1	·	-2	3	4	-6	·	20	·
Cc1nn(C(=O)CCC(=O)NCc2cccc(F)c2)c2ccccc12	5	-4	8	-2	2	3	3	3	0
O=C(CSc1nnc(-c2cccs2)n1-c1ccccc1)NCc1ccco1	4	2	0	1	6	4	3	-5	-2
COC(=O)c1ccc(OC(=O)C2CC(=O)N(c3ccc(C)cc3C)C2)cc1 (centres undefined)	7	4	3	-10	3	1	3	0	1
COc1ccc(S(=O)(=O)N2CCC(C(=O)NCc3cccnc3)CC2)cc1C	-1	-6	5	-3	1	0	-3	10	-1
CCCCCOc1ccc(/C(C)=N/NC2=NCCN2)cc1	1	-5	4	3	1	1	6	6	1
O=C(Nc1cc(C(F)(F)F)ccc1-n1cncn1)c1ccc(F)cc1Cl	4	-11	4	4	2	-1	·	7	-5
C=CCN(CC=C)C(=O)C1CCN(S(=O)(=O)c2ccc(N3CCCC3=O)cc2)CC1	0	6	6	-2	0	6	6	6	-1
O=C(Nc1cccc(O)c1)c1ccc(C(F)(F)F)cc1	0	1	1	0	1	1	4	12	-2
Cc1cc(C(C#N)c2ccc(Cl)cc2)c(Cl)cc1NC(=O)c1cc(I)cc(I)c1O (centres undefined)	13	-1	11	-3	11	47*	-5	23	-12
Cc1cc(C)nc(NS(=O)(=O)c2ccc(NC(=O)Cc3ccccc3)cc2)n1	-5	-1	5	-7	3	10	5	-8	-2
CCOc1ccc(C(O)Cc2nc3ccccc3n2C)cc1 (centres undefined)	2	5	3	1	4	0	4	9	1
O=C1CSC(=O)N1CCOCCN1C(=O)CSC1=O	-5	-3	10	-3	2	3	-1	-5	-2
Cc1cccc(C(=O)Nc2nnc(-c3ccc(C(C)(C)C)cc3)s2)c1	1	-8	-4	1	2	0	-1	-3	-3
COc1cccc2c3c(c(=O)[nH]c12)CC(C)(C)O3	·	2	·	-1	·	-3	9	3	-2
Cc1cccnc1NC(=O)CCc1nnc2ccc(NCc3ccco3)nn12	-6	-1	5	-2	-2	3	3	14	1
COc1ccc(CCNC(=O)c2cc3c(=O)n(C)c4ccccc4c3n2C)c(OC)c1	-2	-1	8	-2	2	-2	9	-14	-1
O=C(N/N=C/c1ccc(N2CCOCC2)o1)c1cccc(C(F)(F)F)c1	4	4	1	-1	10	8	13	1	3
O=[N+]([O-])c1ccc(Cl)cc1N/N=C/c1ccncc1	-4	-4	10	9	-4	0	1	5	1
CC1CCc2c(sc3nc(C(C)(C)C)nc(N4CCN(C(=O)CCl)CC4)c23)C1 (centres undefined)	4	2	5	7	1	7	73*	3	1
CCc1ccc(S(=O)(=O)N2CCN(c3ccccc3OC)CC2)cc1	4	-6	1	5	-3	3	2	-1	-5
O=C(NCC(=O)N1CCOCC1)c1ccc(Cl)c(Cl)c1	4	·	11	0	8	7	·	15	·
Cc1ccc(N/C(SCc2ccccc2C)=C(/C#N)C(=O)NCc2ccco2)cc1C	0	-5	-3	2	1	10	6	0	-4
COc1ccc(CNCCC(c2ccccc2)c2ccc(OC(C)C)cc2)cc1OC (centres undefined)	1	5	2	1	3	6	1	-11	1
CCOC(=O)C1=C(COC(=O)/C=C/c2cccc(OC)c2)NC(=O)NC1C (centres undefined)	-2	-1	-2	0	-4	-5	9	10	-2
O=C(COc1cccc(F)c1)N1c2ccccc2Sc2ccccc21	-1	6	4	0	-4	6	-2	-1	-1
COc1ccc(NC(C)=O)cc1NC(C)C(=O)Nc1cccc2ccccc12 (centres undefined)	5	-2	0	-4	1	6	13	1	1
COC(=O)C1=C(C)N(Cc2ccco2)C(=O)/C1=C\c1ccc([N+](=O)[O-])cc1	0	2	4	-2	1	6	12	0	4
CCOc1cc2[nH]c(=S)n(CCN3CCCCC3CC)c(=O)c2cc1OCC (centres undefined)	-5	-3	0	5	-1	4	0	25	0
Cc1[nH]c2c(C)cccc2c(=O)c1Br	10	-5	8	-7	3	3	-1	2	5
O=C(O)CCCC(=O)OCc1c(-c2ccccc2)ncc2ccccc12	-2	-6	9	1	-5	-3	·	12	-1
COc1cc(NC(=O)COn2nnc3ccc(S(C)(=O)=O)cc32)cc(OC)c1	-4	0	7	-5	4	-2	13	-2	2
COc1ccc(CCN=C(N)NS(=O)(=O)c2cccs2)cc1OC	-1	-8	3	-1	4	-9	1	2	0
COc1ccccc1OCC(=O)Nc1ccc(-c2nnc(-c3ccco3)o2)cc1	-1	2	3	10	0	4	9	10	0
COc1ccc(OC)c(S(=O)(=O)Nc2ccc(C(N)=O)cc2)c1	0	0	4	-2	-1	0	10	4	1
CCC(=O)c1ccc(OCC(=O)OCC(=O)N2CCCc3ccccc32)cc1	-7	3	1	0	6	8	-6	-3	-3
O=c1[nH][nH]c(C(F)(F)F)c1C=NCc1ccccc1Cl	-18	11	3	6	2	2	4	9	2
CN(C)c1ccc(N/C=C/C(=O)c2ccco2)cc1	1	-1	-3	23*	2	28*	61*	29	-5
Cc1ccc(S(=O)(=O)Nc2ccc(-c3ccc4nncn4n3)cc2)cc1	11	-4	1	3	11	-5	8	-11	-2
Cc1cc(C)c2cc(CN(CCN3CCCC3)C(=O)Nc3ccc(F)cc3)c(=O)[nH]c2c1	-11	-7	-4	0	-9	0	9	-2	0
O=C(Cn1cnc2c(nnn2-c2ccccc2)c1=O)NCc1ccco1	-4	1	1	-1	2	5	1	-2	-3

# The results go on.
structure	PAFAH2 FP inh	LYPLA2 counter	PAFAH1B3 FP inh	PAD4 FP inh	PAFAH1B2 inh	pPAFAH inh	GSTO1 counter	PREPL inh	LYPLA1 inh
COc1cc(/C(C)=C/c2ccccc2)c2c(c1)oc1ccccc12	·	0	·	1	·	-2	0	8	0
COc1ccc(CN(CC(=O)NC2CCCC2)C(=O)c2ccc(-c3ccccc3)[nH]2)cc1	1	8	8	-4	4	2	3	15	5
Cc1c(C)n(C(=O)CN2CCN(c3ccccn3)CC2)c2ccccc12	4	-1	1	-1	0	1	2	3	-1
CC(C)c1onc(C(=O)Nc2sc3c(c2C#N)CCC3)c1[N+](=O)[O-]	14	6	13	3	8	13	14	-1	4
Cc1cc(NN)nc2ccc(Cl)cc12	-4	1	-10	-1	-3	3	-7	7	1
O=C(NCCCn1ccnc1)/C(=C/c1ccc(F)cc1)NC(=O)c1ccccc1	-5	-4	-3	2	2	4	0	-3	-5
Cc1ccc(-n2c(SCC(=O)N3CCOCC3)nnc2-c2ccncc2)cc1C	-4	3	13	3	-2	2	1	1	0
C=C(C)CCC(C)N1CCC(n2nccc2NC(=O)CCOc2ccccc2)CC1 (centres undefined)	-1	2	-4	-4	4	-5	1	21	1
Cc1cccc(C)c1OCCCCN1CCCCC1	-4	-2	6	-3	-1	7	-3	-22	5
Cc1ccc(-c2ccc(/C=N/O)o2)cc1[N+](=O)[O-]	-4	2	5	-8	2	0	18	12	-3
CCOC(=O)N1CCN(C(=O)CN(c2ccccc2)S(C)(=O)=O)CC1	0	3	5	3	6	0	1	-4	-2
OCCC#Cc1ccc(CN2CCN(C3CCCCC3)C(CCO)C2)cc1 (centres undefined)	1	7	13	-2	-1	-1	1	20	1
CCCCN(C(=O)c1cc(CC)c(C)s1)c1c(N)n(CCC)c(=O)[nH]c1=O	5	5	5	-2	-1	1	9	6	5
COCCCNC(=O)CSc1ccsc1[N+](=O)[O-]	0	1	6	1	4	13	13	0	-1
CCCCOc1ccccc1NC(=O)c1ccc(=O)[nH]c1	9	0	0	-1	-2	1	4	-12	-2
C/C(=N\NC(=O)c1nnn(-c2nonc2N)c1COc1ccc(F)cc1)c1ccc(Cl)cc1	-3	-2	-3	0	1	-4	-5	-6	-5
Cc1ccc(C(=O)NCc2ccc(F)cc2)cc1NC1=NC2CS(=O)(=O)CC2S1 (centres undefined)	0	2	11	0	8	6	2	-1	2
CCCc1cc(=O)[nH]c(SCc2cccc(C)c2)n1	20	2	9	2	9	17	-8	-5	-2
CN1CCN(c2nc3ccccn3c(=O)c2/C=C(\C#N)S(=O)(=O)c2ccccc2)CC1	15	-3	4	-2	1	0	-5	-1	1
Nc1ccccc1Oc1ccc2ccccc2c1	-2	0	14	0	-2	7	-2	7	-3
Cn1c(CSCc2ccccc2Cl)nnc1SCC(=O)Nc1nccs1	10	-4	7	-4	1	0	17	11	0
COc1cc(C(=O)OCC(=O)NCc2ccccc2)cc(NC(=O)c2ccco2)c1OC	2	3	-2	0	3	-4	-2	-8	3
